Assay outcomes (PubChem BioAssay)
phage Ecoli inh = growth loss of phage-infected E. coli, primary screen, RecBCD inhibitor project, absorbance, with phage, HTS | inhibition, % at 11.9 µM | actives 0.26% (n = 360,000); in the data active = inhibition above about 11%
DSG3 Ab inh = inhibitors of pemphigus antibody binding to DSG3, primary screen, biochemical, bead-based, flow cytometry, scFv-GFP. DSG3-coupled beads, scFv-anti-DSG3-GFP binding; active compounds read low. binding (percent of control), % at 10 µM. actives 0.48% (n = 310,000). AID 588358, 2011;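 active = binding more than 3 SD below its plate's average and above zero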;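 note: hits lower antibody fragment binding to DSG3; some compounds called inactive have numbers as strong as hits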
Target sequence (P32926 whole entry, looked up, the tested form may be a part): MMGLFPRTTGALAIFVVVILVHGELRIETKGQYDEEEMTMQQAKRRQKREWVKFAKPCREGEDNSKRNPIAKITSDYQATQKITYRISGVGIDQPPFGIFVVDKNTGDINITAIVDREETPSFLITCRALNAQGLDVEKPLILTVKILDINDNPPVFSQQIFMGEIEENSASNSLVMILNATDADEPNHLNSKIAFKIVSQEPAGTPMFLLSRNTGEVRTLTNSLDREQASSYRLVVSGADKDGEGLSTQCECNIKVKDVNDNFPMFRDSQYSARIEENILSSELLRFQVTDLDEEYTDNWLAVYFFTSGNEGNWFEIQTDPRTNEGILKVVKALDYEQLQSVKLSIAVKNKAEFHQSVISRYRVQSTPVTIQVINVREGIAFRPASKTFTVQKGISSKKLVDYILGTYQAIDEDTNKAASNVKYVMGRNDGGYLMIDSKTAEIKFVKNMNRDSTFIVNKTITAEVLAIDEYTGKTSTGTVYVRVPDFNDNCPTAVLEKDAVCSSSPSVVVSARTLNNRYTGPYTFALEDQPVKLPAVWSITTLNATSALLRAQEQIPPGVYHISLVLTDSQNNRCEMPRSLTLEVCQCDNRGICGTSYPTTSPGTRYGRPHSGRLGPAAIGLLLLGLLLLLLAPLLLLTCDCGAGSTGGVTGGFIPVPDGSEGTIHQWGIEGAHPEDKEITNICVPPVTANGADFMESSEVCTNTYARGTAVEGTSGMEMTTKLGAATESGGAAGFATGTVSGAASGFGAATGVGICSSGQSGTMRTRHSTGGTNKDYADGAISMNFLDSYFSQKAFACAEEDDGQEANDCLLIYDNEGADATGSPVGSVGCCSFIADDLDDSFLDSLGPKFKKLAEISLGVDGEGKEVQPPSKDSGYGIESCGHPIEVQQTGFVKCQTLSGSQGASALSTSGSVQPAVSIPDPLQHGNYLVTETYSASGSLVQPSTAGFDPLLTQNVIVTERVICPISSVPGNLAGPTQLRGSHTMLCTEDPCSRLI
SUMO Mot1 rescue = yeast Mot1-301 growth rescue at high temperature, primary screen, SUMOylation pathway inhibitor project, S. cerevisiae, ATP luminescence, 38.5C | S. cerevisiae Mot1-301 growth rescue; percent above DMSO median, 100 means doubled | growth rescue, % at 18.8 µM | actives 1% (n = 320,000) | AID 2716, 2010;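 active = every valid replicate shows activation above 250% relative to neutral control wells; inactive = the rest, any valid replicate at or below 250%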;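 note: OY570 slx delta 5 strain wells were the positive control but not used for scaling; some compounds called inactive have numbers as strong as hits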
OPRM1-OPRD1 ag = agonists of OPRM1-OPRD1 heterodimerization, primary screen, cell-based, luminescence. cells. Mu-type opioid receptor (Homo sapiens) + Delta-type opioid receptor (Homo sapiens), …. activation, % at 9.3 µM. AID 504326, 2011. actives 0.3% (n = 340,000); in the data active = activation above about 18%;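 note: 0% = vehicle-treated cells and 100% = reference agonist; values of inactives mirror those of a sister screen read the other way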
AddAB inh = growth inhibition of E. coli expressing H. pylori AddAB, primary screen, AddAB inhibitor project, absorbance; actives 0.29% (n = 330,000); inhibition, % at 11.9 µM; in the data active = inhibition above about 12%;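 note: 0% = vehicle wells of infected cells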
Tat transport = E. coli Tat export inhibitors, primary screen, MC4100, TorA-mCherry reporter, fluorescence, single point; inhibition, % at 10 µM; AID 488895, 2010; actives 0.036% (n = 340,000);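 active = mean replicate inhibition at least 50% and at least half of replicates individually reaching 50%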;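 note: exported cargo escapes ClpAP degradation while cytoplasmic cargo is degraded and loses fluorescence; 0% = median of neutral control wells and 100% = median of NaSCN control wells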
Arrestin-AP2 inh = inhibitors of beta-arrestin/AP2 binding, primary screen, biochemical, GPCR trafficking, flow cytometry; beta-arrestin 1 C-terminal peptide binding to AP2 beta2-adaptin appendage (human); FITC-arrestin peptide / GST-AP2 beads; AP2 beta2 appendage carries R879A mutation; inhibition, % at 10 µM; actives 0.31% (n = 340,000);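 active = inhibition above a set limit, near 3 SD of compounds lacking own fluorescence, cut at about 54% in these data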;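 note: plate controls were DMSO wells for no effect and 5 µM unlabelled arrestin peptide for full effect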
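System: GST-AP2 R879A glutathione beads | Also added: FITC-arrestin peptide, 50 nM | Times: 12 min plus 1 h, RT | Signal: Bead flow cytometry, FITC channel | Buffer or medium: PBS with 0.05% Tween 20 and 0.1% BSA | Read-out basis: Percent drop in bead-associated FITC signal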
PKA-R1A act = activators of PKA-R1A holoenzyme, primary screen, biochemical, fluorescence polarization, Cy5-IP20, bovine R1A, mouse PKAc; actives 0.083% (n = 340,000); activation, % at 11.4 µM; PKA-R1A dissociation; scaled: DMSO 0%, 113 µM cGMP 100%; cAMP-dependent protein kinase type I-alpha regulatory subunit (Bos taurus) + …;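 active = percent activation above the mean of all tested compounds plus 3 SD, cut at about 19% in these data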;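 note: higher means more PKAc released from R1A so a rise in polarization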
MOR-DOR inv ag = inverse agonists of MOR-DOR heterodimerization, primary screen, cell-based, luminescence; Mu-type opioid receptor (Homo sapiens) + Delta-type opioid receptor (Homo sapiens), …; cell-based MOR-DOR heterodimer luminescence, inverse agonism; inhibition, % at 9.3 µM; actives 0.21% (n = 340,000); in the data active = inhibition above about 22%, passing the limit was not always enough;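 note: 0% = cells with DMSO and 100% = wells without cells with DMSO; values of inactives mirror those of a sister screen read the other way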
Ecoli viability = E. coli V3065 growth inhibition, primary screen, counter-screen for AddAB inhibitor project, absorbance, OD600; 18 h; inhibition, % at 11.9 µM; actives 0.27% (n = 330,000); AID 449728, 2010;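 active = inhibition above the campaign's mean inhibition across all tested compounds plus 3 SD, cut at about 9.9% in these data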;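 note: uninfected addAB+ strain grown without phage in ampicillin broth; 0% = DMSO wells and 100% = ciprofloxacin 0.95 µg/ml wells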
PfHsp90 yeast 2 = growth inhibition of PfHsp90-expressing yeast, primary screen, antimalarial PfHsp90 inhibitor project, S. cerevisiae, BacTiter-Glo luminescence, single point, set 2. inhibition, % at 9.4 µM. actives 0.32% (n = 310,000). AID 504621, 2011. BacTiter-Glo ATP, 48 h; yeast lacking PDR1 and PDR3 efflux regulators;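 active = every replicate shows inhibition above about 80%, whatever the replicate mean, limit read from the data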;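 note: 0% = DMSO neutral controls and 100% = 20 µM radicicol positive controls; yeast relying on Plasmodium falciparum Hsp90 in place of its own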
Numbers without * were called inactive; · = not tested or not shown.

SMILES	phage Ecoli inh	DSG3 Ab inh	SUMO Mot1 rescue	OPRM1-OPRD1 ag	AddAB inh	Tat transport	Arrestin-AP2 inh	PKA-R1A act	MOR-DOR inv ag	Ecoli viability	PfHsp90 yeast 2
CC(C)(C)NC(=O)NC(=O)CSc1nnc(COc2ccccc2Cl)o1	-0.2	·	-18	5.2	2.3	8	0	-3	-29	1.5	9
CCN1CCN(c2ncnc3c2cnn3-c2ccc(C)cc2C)CC1	3.3	92	4	-1.2	0.2	-2	8	0	6	-0.3	4
Cc1ccc(-n2c(-c3cnccn3)n[nH]c2=S)c(Br)c1	3.9	109	-11	-2.4	0.8	2	0	6	11	1.5	-19
Cn1c(NC(=O)C2CCCO2)cc(=O)n(C)c1=O (centres undefined)	0.5	101	-13	-1.1	-0.7	-9	1	-6	6	-1.8	-18
Cn1ncc(Cl)c1C(=O)N1CCN(C(=O)c2ccco2)CC1	5.3	86	·	-1.3	·	0	-3	-2	9	·	·
O=C(c1ccc(F)cc1)c1c[nH]c(C(=O)NCCCN2CCOCC2)c1	1.2	·	-11	-2.8	0.5	-4	-6	0	14	2.2	0
O=C(OCC(=O)c1c[nH]c2ccccc12)c1ccc([N+](=O)[O-])s1	4.1	82	22	10	4.1	-39	34	-9	-60	1.7	110*
Cc1cccc(NC(=O)CNC(=O)CSc2nc(N)cc(N)n2)c1C	3.7	92	·	-0.3	·	2	28	-7	2	·	-16
N#C/C(=C/Nc1ccccc1)c1ccsc1	4.1	108	-15	1.6	0.5	-2	5	8	-9	1.0	5
CS(=O)(=O)c1nncn1-c1ccccc1	2.4	101	-8	-1.6	-3.5	-7	13	-2	9	-1.7	-7
COc1ccc(CNC(=O)CN2CCN(S(=O)(=O)c3cc(Br)ccc3Br)CC2)cc1OC	3.4	100	·	-0.4	·	7	28	-3	2	·	-7
O=C(c1ccc(SCc2ccco2)c([N+](=O)[O-])c1)N1CCOCC1	1.1	105	-8	-2.4	1.5	-14	-10	3	12	1.4	-1
COc1ccc(OC)c2[nH]c(=O)c(CCNC(=O)c3ccc(Br)o3)cc12	3.4	99	-13	-0.6	2.8	-4	29	-7	3	1.6	2
CCN(CC)C(=O)Cn1cc(C(=O)C(=O)NCc2ccco2)c2ccccc21	0.2	123	26	-2.1	0.3	-5	-25	-11	10	0.6	15
CCc1ccc(-c2nn[nH]n2)cc1	2.0	84	10	-1.4	0.0	-8	0	-2	8	0.4	-2
Cc1cc(C)c(C)c(S(=O)(=O)N2CCN(C(=O)C3CSC4(C)CCC(=O)N34)CC2)c1C (centres undefined)	·	97	3	2.0	-0.3	-4	0	-17	-13	-1.1	10
CCOC(=O)CNC(=O)CSc1nc2cccnc2n1C	0.6	100	115	-1.0	2.8	-4	0	-11	6	3.3	0
CCOC(=O)C1CCCN(C(=O)c2ccc(S(=O)(=O)N3CCOCC3)cc2)C1 (centres undefined)	2.0	111	2	-5.0	0.9	-14	4	5	20	-0.9	·
Cn1c(C(=O)O)cc2c(=O)n3ccccc3nc21	0.6	99	-5	-3.0	0.7	-4	34	-13	16	1.0	-16
CCOc1ccc(CN2CCNC(=O)C2CC(=O)NCCCn2ccnc2)cc1 (centres undefined)	4.9	116	-3	0.1	4.9	1	5	-1	-1	0.4	14
O=C1N=C2SCCN2/C1=C\c1ccc(Cl)cc1	1.7	105	-15	-2.9	0.2	9	1	1	16	0.6	-11
Cc1nn(Cc2ccccc2)c(Cl)c1C(=O)NCc1ccc(C)n1C	1.6	102	2	-2.8	0.6	-9	-1	1	14	-3.0	7
CCOc1ccc(-n2c(=S)sc3c(=O)[nH]c(SCC(=O)NC(C)CC)nc32)cc1 (centres undefined)	0.8	97	5	2.4	1.3	-11	6	4	-14	1.9	·
NNC(=O)c1nn(-c2ccc(Cl)cc2)ccc1=O	1.8	100	2	4.9	-0.6	-12	-5	2	-26	-1.1	-4
O=C1NC2(CCCCC2)C(=O)N1CC(=O)N(Cc1ccccc1)c1ccccc1	2.3	112	26	-2.1	2.9	-2	36	-18	12	-1.4	-2
Cc1cc(C)c(OCCCCCn2ccnc2)c(C)c1	1.8	98	15	-2.0	·	-3	-1	3	9	·	6
COc1ccc(CCN(C(=O)c2ccc(F)cc2)C2=CC3CCC(C2)N3C)cc1OC (centres undefined)	3.4	98	0	-1.6	0.9	-6	-2	1	7	-0.4	8
c1ccc(-c2nnc(-c3ccco3)n2-c2ccccc2)cc1	1.5	104	46	-3.5	2.1	-14	16	4	20	2.7	·
CC(Sc1nncn1C)C(=O)Nc1ccc(N2CCCCC2)cc1 (centres undefined)	2.4	101	-15	-2.4	2.7	3	-5	-3	9	1.6	0
CCCOc1ccc(C(=O)Nc2ccc(S(=O)(=O)NC3=NCCCCC3)cc2)cc1	4.0	104	9	0.6	0.3	9	-3	4	-4	0.7	·
Cc1ccc(NC(=O)C2CC2C)c(Cl)c1 (centres undefined)	4.0	97	64	3.1	3.2	-2	23	-7	-14	0.4	-17
O=C(CNC(=O)c1ccc(Cl)cc1)NCCCn1ccnc1	1.1	113	3	-1.6	-3.1	-8	-1	-4	9	-1.0	4
COC(=O)/C(=C\c1cccnc1)NC(=O)c1ccc(OCc2ccccc2)cc1	-0.2	102	-12	0.8	2.1	-1	51	2	-4	0.0	1
CSCCC(NS(=O)(=O)c1ccc(Cl)cc1)C(=O)OCC(=O)NC12CC3CC(CC(C3)C1)C2 (centres undefined)	2.1	·	-5	1.1	0.4	2	29	7	-6	-1.1	1
CSCc1cc(N2CCOCC2)nc(-c2ccccc2)n1	3.3	100	-3	0.4	2.6	-7	6	0	-2	-2.6	-1
O=C(CNc1ccc2ccccc2c1)N/N=C/C=C/c1cccc([N+](=O)[O-])c1	3.2	75	11	8.9	0.2	-8	3	7	-43	-1.6	3
N=C1/C(=C\c2ccc(OC(=O)c3ccco3)cc2)C(=O)N=C2SC(N3CCCCC3)=NN12	0.7	90	0	-1.1	-3.4	-3	3	-11	7	0.8	-9
O=C(CCC1CCCC1)Nc1cc(Cl)ccc1N1CCOCC1	2.2	100	1	3.6	-0.8	-6	-8	-10	-14	1.2	-22
COc1ccc(NC(C)C(=O)N/N=C/c2c(O)ccc3ccccc23)cc1 (centres undefined)	0.6	100	-4	4.0	·	-5	-4	-6	-18	·	15
NC(=O)C1CCN(C(=O)c2ccc3nc(-c4ccccc4)c(-c4ccccc4)nc3c2)CC1	0.5	106	8	-3.1	-0.6	-1	5	7	16	1.1	14
COc1ccc(COC(=O)c2ccc(N3CCCC3=O)cc2)cc1F	2.4	·	-4	-0.1	3.4	7	-2	0	0	0.2	54
COc1cccc(NS(=O)(=O)c2ccc3[nH]cc(C(=O)NCCCOC(C)C)c(=O)c3c2)c1	4.4	97	245	4.9	-0.1	-1	6	-14	-29	0.8	-35
COc1ccc(OCC(O)CNc2ccc(Br)cc2)cc1 (centres undefined)	11	103	18	2.9	12*	-45	18	7	-18	8.6	0
COc1cccc(NC(=O)C2CCN(S(=O)(=O)c3ccc4[nH]c(=O)ccc4c3)CC2)c1	0.2	103	-7	-0.3	1.0	2	1	-6	2	0.8	4
CC(NC(=O)c1ccncc1)c1ccc(Br)cc1 (centres undefined)	0.5	102	184	-1.6	-0.4	-7	-3	-2	8	4.6	8
COc1ccc(CCNC(=O)Cc2ccc3c(c2)OCO3)cc1OC	2.3	110	6	-2.8	0.1	6	3	-3	15	-1.6	·
c1cncc(CN=C2Nc3ccccc3CS2)c1	4.2	112	-1	·	-0.7	-4	7	·	·	-2.7	17
CN(CC(=O)NCc1cccnc1)S(=O)(=O)c1ccc(F)cc1	0.1	107	-9	-2.1	-0.6	-2	7	4	13	-0.9	-14
Cc1cc(Cl)nc(SCC(=O)c2ccccc2)n1	2.0	99	-18	0.2	0.5	0	30	3	-1	-0.6	-20
N=c1sccn1CC(=O)Nc1ccc(Cl)c(S(=O)(=O)N2CCOCC2)c1	1.7	·	-16	0.8	3.5	-4	4	1	-3	1.4	-35
COC(=O)/C(=C1\Oc2ccc(C(C)(C)C)cc2S1)C(F)(F)F	0.9	97	-7	-2.1	0.2	1	-7	-2	9	-1.4	-9

Entries above containing fluorine (five):
SMILES	phage Ecoli inh	DSG3 Ab inh	SUMO Mot1 rescue	OPRM1-OPRD1 ag	AddAB inh	Tat transport	Arrestin-AP2 inh	PKA-R1A act	MOR-DOR inv ag	Ecoli viability	PfHsp90 yeast 2
O=C(c1ccc(F)cc1)c1c[nH]c(C(=O)NCCCN2CCOCC2)c1	1.2	·	-11	-2.8	0.5	-4	-6	0	14	2.2	0
COc1ccc(CCN(C(=O)c2ccc(F)cc2)C2=CC3CCC(C2)N3C)cc1OC (centres undefined)	3.4	98	0	-1.6	0.9	-6	-2	1	7	-0.4	8
COc1ccc(COC(=O)c2ccc(N3CCCC3=O)cc2)cc1F	2.4	·	-4	-0.1	3.4	7	-2	0	0	0.2	54
CN(CC(=O)NCc1cccnc1)S(=O)(=O)c1ccc(F)cc1	0.1	107	-9	-2.1	-0.6	-2	7	4	13	-0.9	-14
COC(=O)/C(=C1\Oc2ccc(C(C)(C)C)cc2S1)C(F)(F)F	0.9	97	-7	-2.1	0.2	1	-7	-2	9	-1.4	-9

3 of the entries above in order of the phage Ecoli inh value, high to low.
mol,phage Ecoli inh
O=C(CNC(=O)c1ccc(Cl)cc1)NCCCn1ccnc1,1.1
Cn1c(C(=O)O)cc2c(=O)n3ccccc3nc21,0.6
Cn1c(NC(=O)C2CCCO2)cc(=O)n(C)c1=O (centres undefined),0.5
